HCMV inh = blocks human cytomegalovirus replication; HFF cells, HCMV-luciferase reporter, 72 h; stronger effect = lower value; 4.5% of 410,000 active; activity change, negative = inhibition, % at 57.5 µM; in the data active = activity change below about -60%; inconclusive = no clear call, values can overlap the other calls; inactive = above about -39%
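Human foreskin fibroblasts infected with luciferase-reporter HCMV at MOI 1 PFU/cell, compounds at two doses. Luciferase measured 72 h post infection; normalized to buffer-only basal and Salinomycin (10uM) controls.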
Starred values were filed as active, the others as inactive; ? = inconclusive. % is scaled to controls: 0 for no effect and ±100 for the full control effect. This is a subset, so the mix of outcomes need not match the whole.

SMILES	HCMV inh
Cc1c(C(=O)Nc2cnn(C(C)(C)C(=O)NCc3ccco3)c2)oc2ccccc12	35
Cc1ccc(/C=N/NC(=O)c2c(C)nc3ccc(Cl)cn23)cc1	25
O=C1C=C[C@]23OCCC[C@@]2(CCCO)CCCC3=C1	-2
C#CCNC(=O)c1cc2cccnc2nc1N	15
COc1cccc(C(=O)C(=O)NC(C)(C)C)c1	38
C[C@@H]1CCCCO[C@@H](CN(C)C(=O)Nc2ccc3c(c2)OCO3)[C@@H](C)CN([C@H](C)CO)C(=O)c2cc(NC(=O)Nc3ccc(C(F)(F)F)cc3)ccc2O1	-17
Cc1ccc2c(c1)N(C=Nc1c(C)cccc1Cl)C(c1ccccc1)c1cccn1-2 (stereo not drawn)	9
COc1ccc2c(c1)CCCC1(CCCO2)CCCO1 (stereo not drawn)	8
COC(=O)[C@H]1[C@H](CO)[C@H]2Cn3c(ccc(Br)c3=O)[C@H]2N1C(=O)c1ccccn1	11
CC1CCN(C(=O)c2ncn3c2C(=O)NC[C@@H]3C)CC1	-14
CCS(=O)(=O)N1CC2(CN(Cc3ccc4c(c3)OCO4)[C@@H](CO)c3[nH]c4cc(OC)ccc4c32)C1	16
COc1ccc(NCC2(c3ccnc(-c4cccc(O)c4)c3)CC2)cc1OC	?
Cn1c(-c2ccccc2)nc2cnc(Nc3cccc(OC(F)(F)F)c3)cc21	-79*
Cn1cc(Cc2ccc(C(=O)NCc3ccccc3)cn2)c2ccccc21	-11
N#CCCN1CCC(N)=NC1=NC#N	61
Cc1ccc2c(c1)C(C1(O)C(=O)N(Cc3ccccc3)c3ccccc31)C(=O)N2C (stereo not drawn)	3
Cc1ccc2[nH]c(-c3ccc(Cl)cc3)c(C#N)c2c1	34
C=CCCC1CN(Cc2ccc(OC)cc2)S(=O)(=O)c2c(cccc2N2CCCC2)O1 (stereo not drawn)	-28
COc1cccc(C=C2SC(=S)N(Cc3ccco3)C2=O)c1OC	-34
C=CCCC1CN(Cc2ccc(OC)cc2)S(=O)(=O)c2c(NCc3cc(OC)c(OC)c(OC)c3)cccc2O1 (stereo not drawn)	-19
CCC[C@H]1[C@@H](NS(=O)(=O)Cc2ccccc2)CC[C@@]23CCCN2C(=O)CCC[C@@H]13	-2
COc1ccccc1Cc1c(-c2ccc(F)cc2)nc2c3ccccc3ccn12	35
CC(C)NC(=O)c1nnc2n1CCN(C(=O)C1(c3ccc(Cl)cc3)CCCC1)C2	-2
COc1c2ccccc2nn1-c1ccc(-c2cn(Cc3ccccc3)nn2)cc1	-28
CC[C@H](NC(=O)[C@H]1O[C@@H](n2cnc3c(=O)[nH]c(N)nc32)[C@H](O)[C@@H]1O)c1ccccc1	-23
C[C@H]1CN([C@@H](C)CO)C(=O)CCCn2nncc2CO[C@@H]1CN(C)Cc1ccc2cccnc2c1	-29
Cc1ccc(NC(=O)N2c3ccccc3SC2c2ccco2)c(C)c1 (stereo not drawn)	-32
O=[N+]([O-])c1ccccc1-c1cc(-c2ccccc2)on1	57
C[C@H](CO)N1C[C@H](C)[C@@H](CN(C)C(=O)Nc2ccc(F)cc2)OCc2cn(nn2)CCCC1=O	-11
COc1ccccc1-c1ccc([C@@H]2C[C@H]3[C@H](CON3C)CN2S(=O)(=O)c2cc(Cl)cc(Cl)c2)cc1	8
CC(C)(C)S(=O)N1C[C@H]2CC(=O)C(CCO)=C2[C@@H]1CCO (stereo partly drawn)	16
COC(=O)c1ccccc1	22
C[C@H]1[C@@H](c2ccccc2)Oc2c(Cl)cccc2S(=O)(=O)N1C	-19
CCS(=O)(=O)N1CC2(C1)CN(S(=O)(=O)c1ccc(C)cc1)[C@@H](CO)c1[nH]c3cc(OC)ccc3c12	3
COc1cc(CCC(C)=O)ccc1OC(=O)c1c(-c2c(F)cccc2Cl)noc1C	-28
C=CCNc1cccc2c1S(=O)(=O)N[C@H](C)CO2	11
C[C@@H]1COc2cccc(NCCO)c2S(=O)(=O)N1	5
CCC(CC)C(C(=O)NC1CCCCC1)N1C(=O)C(=O)c2ccccc21 (stereo not drawn)	3
CCCN1C(=O)C[C@H](S(=O)(=O)c2ccccc2)[C@H]1c1ccccc1	-14
CC12Nc3ccccc3C(=O)N1Cc1cnnn1-c1cc3c(cc12)OCO3 (stereo not drawn)	-3
CCCCNC(=O)c1ccc(Cc2cn(C)c3ccccc23)nc1	-6
CCc1nc2c(OCc3cccc(Cl)c3)cccn2c1N(C)C(=O)c1ccc(C)cc1	-6
COc1ccccc1Cc1c(-c2ccccc2)nc2ccc(C)cn12	51
CC(=O)NCCNC(=O)c1nnc2n1CCN(C(=O)COc1ccccc1)C2	3
CCCCNC(=O)c1nc2ccccc2nc1-c1ccc(F)cc1	-2
O=C(Nc1cccc(F)c1)N1C[C@H]2[C@@H](c3ccccc31)[C@H](CO)N2C(=O)c1cccnc1	-4
O=C(Nc1ccc(Cl)cc1)OCC12COCN1COC2	5
COc1ccc(Nc2cc3c(cn2)cc(-c2cccc(C(F)(F)F)c2)n3C)cc1	-17
COc1ccc(-c2nc(-c3ccccc3)nc3ccccc23)cc1	-9
CCN(CC)C(=O)c1ccc(Cc2cn(C)c3ccccc23)nc1	-19
COc1c2ccccc2nn1-c1ccc(I)cc1	66
C[C@H]1COc2cccc(NCCO)c2S(=O)(=O)N1	3
C=CCNc1cccc2c1S(=O)(=O)N[C@H](CC(C)C)CO2	?
COC(=O)[C@H]1[C@H](CO)[C@H]2Cn3c(cccc3=O)[C@H]2N1CC1CC1	3
Cc1ccc(Oc2cccc3c2S(=O)(=O)N([C@H](C)c2ccccc2)C[C@@H](COCc2ccccc2)O3)cc1	-78*
CCC[C@H]1[C@H](N(Cc2cccs2)Cc2cccs2)CC[C@@]23CCCN2C(=O)CCC[C@@H]13	18
C[C@@H]1CN([C@@H](C)CO)C(=O)CCCn2cc(nn2)CO[C@H]1CN(C)C(=O)Nc1ccnc(N2CCOCC2)c1	19
O=C(NCc1cccs1)O[C@H]1CC[C@@]23CCCN2C(=O)CCC[C@H]3[C@H]1Cc1ccccc1	-14
CC(=O)N1CC(=O)N2[C@@H](CO)[C@@H](c3ccc(Br)cc3)[C@@H]2C1	-7
CC[C@H](C)[C@H]1CNC(=O)C(=O)N1CC1CCN(CCc2ccc(OC)c(OC)c2)CC1	16

Later entries
SMILES	HCMV inh
C[C@@H]1CN([C@@H](C)CO)C(=O)CCCn2nncc2CO[C@H]1CN(C)C(=O)Nc1ccc(N2CCN(C)CC2)cc1	-15
CC(=O)N1[C@@H]2c3ccc(-c4cccnc4)c(=O)n3C[C@@H]2[C@@H](CO)[C@@H]1C(=O)NCc1ccccc1Cl	9
Cc1cc(N2CCN(C(=O)OC(C)(C)C)C[C@H]2C)ccc1N1CCS(=O)(=O)CC1	?
Cc1cccc(NC(=O)CCS(=O)(=O)c2ccc3nc(C)sc3c2)c1	4
CSc1nc2c(=O)[nH]cnc2s1	-9
O=C(O[C@H]1CC[C@@]23CCCN2C(=O)CCC[C@H]3C1)c1ccc(Br)cc1	-23
COc1ccc(S[C@]2(C(=O)N3CCCC3)CC(=O)N(c3ccc(C#N)cc3)[C@@H]2c2ccc(OC)cc2)cc1	-25
COc1cccc(NC2=NCCS2)c1	-23
CCCCC(=O)N[C@H]1CC[C@@]23CCCN2C(=O)CCC[C@H]3[C@H]1Cc1ccccc1	-4
COC(=O)[C@@H]1[C@@H](CO)[C@@H]2Cn3c(cccc3=O)[C@H]1N2Cc1ccccc1OC	19
Cc1nc2n(c(=O)c1CCN1CCC(c3noc4cc(F)ccc34)CC1)CCCC2O (stereo not drawn)	-16
CC(=O)O[C@H]1C[C@@H](n2cnc3c(Cl)ncnc32)[C@@H]2OC(C)(C)O[C@@H]21	-2
CN1OC[C@@H]2CN(C(=S)Nc3cc(C(F)(F)F)cc(C(F)(F)F)c3)[C@H](c3ccccc3Br)C[C@@H]21	3
COc1cccc(NC(=O)N[C@H]2CC[C@@]34CCCN3C(=O)CCC[C@H]4[C@H]2C)c1	45
C=CCCC1CN(Cc2ccc(OC)cc2)S(=O)(=O)c2c(Oc3ccc(C)cc3)cccc2O1 (stereo not drawn)	-17
CC(C)c1ccc(Nc2nccc3[nH]c(-c4cccc(C(C)C)c4)nc23)cc1	?
COc1cc([N+](=O)[O-])c(OC)cc1Nc1ccccc1C(=O)O	-4
CC(=O)c1c2c(cc3ccc(Cl)cc13)CCC2	-14
O=C(NCc1cccc(F)c1)[C@@H]1[C@@H](CO)[C@@H]2Cn3c(cccc3=O)[C@H]1N2C(=O)c1cnccn1	-9
Cc1ccc(NC(=O)OCCN(C)C(=O)Nc2ccc(C)cc2C)c(C)c1	-35
O=C(N1CCC[C@@H]1c1noc2ccccc12)C(F)(F)F	-9
C#CCN(C[C@@H]1[C@@H](OC(=O)Nc2cccs2)[C@@H](OC(=O)Nc2cccs2)C[C@H](C(=O)OC)[C@@H]1C(=O)OC)S(=O)(=O)c1ccc(C)cc1	-8
Cc1cccc(C=NNc2cc(C)c3cccc(C)c3n2)n1	34
C[C@H](CO)N1C[C@H](C)[C@@H](CN(C)S(C)(=O)=O)OCc2cn(nn2)CCCC1=O	-2
CC(C)c1ccc(CN2C(=O)C(n3ccc4ccccc43)c3cc(Cl)ccc32)cc1 (stereo not drawn)	-76*
CC(C)C[C@H]1COc2cc(Br)ccc2S(=O)(=O)N1Cc1ccc(F)cc1F	38
O=C1CCN(S(=O)(=O)c2ccc(Cl)cc2)C(c2ccccc2)C1 (stereo not drawn)	-16
CCOC(=O)c1cccn1C1C(=O)N(Cc2ccc(Cl)nc2)c2ccc(Cl)cc21 (stereo not drawn)	-27
CCOc1ccc(NC(=O)CN2C(=O)c3cccc4cccc2c34)cc1	-20
CC1(C)CC(=O)C=C(c2ccccc2-c2cccc(C(N)=O)c2)C1=O	-10
CCOC(=O)C1=CCN(S(=O)(=O)c2ccc(Cl)cc2)C1c1ccc(Br)cc1 (stereo not drawn)	-32
COc1cccc(CNC(=O)C2CCN(S(=O)(=O)c3ccc4c(c3)C(C)(C)C(=O)N4C)CC2)c1	27
COc1ccccc1C(=O)N1O[C@]23C=C[C@]14C[C@@H](O)CC[C@]4(C)C2CC[C@]1(C)[C@@H]([C@H](C)/C=C/[C@H](C)C(C)C)CC[C@H]13 (stereo partly drawn)	27
O=C1Nc2cnc(Cl)nc2Nc2ccc(Cl)cc21	3
CCN(CC)C(=O)[C@@H]1C=C2c3cccc4[nH]c(Br)c(c34)C[C@H]2N(C)C1	-11

High-throughput results from PubChem BioAssay.
